Source: PubChem (several laboratories)
FXIa inh: factor XIa (human) inhibition; inhibition, % at 5 µM; 0.14% of 220,000 active; P03951; purified FXIa, Boc-Glu-Ala-Arg-AMC fluorogenic substrate;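 active = inhibition of at least 40%; inactive = inhibition below 40%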;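 note: fluorescence of freed AMC excited at 355 nm; 0% = enzyme without compound and 100% = no enzyme blank; many of its hits are not listed in these tables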
FXIIa inh 1536: blocks human coagulation factor XIIa protease activity; P00748; purified FXIIa, Boc-QGR-AMC fluorogenic substrate, 2 h; inhibition, % at 5 µM; 0.3% of 220,000 active; in the data active = inhibition above about 40%;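 note: 0% = enzyme with no compound and 100% = blank without enzyme; many of its hits are not listed in these tables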
zVAD death inh: L929 zVAD cell death inhibition; AID 1377; viability rescue, % at 10 µM; 0.38% of 220,000 active; L929 zVAD necroptosis rescue, ATP luminescence, 24 h; with zVAD 60 µM;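 active = activation, scaled between plate controls, above about 75%, limit read from the data; inactive = activation under that limit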;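 note: 0% = zVAD with DMSO and 100% = DMSO alone without zVAD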
CHOP inh: CHOP inhibition in unfolded protein response; CHO-K1 CHOP-promoter luciferase, tunicamycin-induced, 15-18 h; inhibition, % at 10 µM; 3.8% of 220,000 active;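 active = compounds that reduced the stress-induced luciferase reporter signal by more than about 70% of percent inhibition, limit read from the data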;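 note: 0% = tunicamycin plus vehicle and 100% = wells without tunicamycin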
PPC-1+TRAIL kill: PPC-1 cancer cell killing with TRAIL present; AID 1443; cell killing (% activity), % at 4 µM; 0.41% of 220,000 active; PPC-1 cells + TRAIL, ATPLite viability luminescence;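 active = cell killing above 50% in the first pass at 4 µM, then a duplicate retest at 5 µM averaging 50% or more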;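 note: plate controls were cells with TRAIL plus DMSO for no effect and medium-only wells lacking cells for full effect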
Wee1 stabilizer: blocks degradation of human Wee1 kinase | P30291 | HeLa Luc-Wee1K328M stability, luciferase luminescence; 100% = proteasome inhibitor MG132 effect | reporter increase, % at 5 µM | 1.2% of 220,000 active;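 active = activation above the mean of all tested compounds plus 3 SD, set per screening run, cut at about 8.8% in these data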;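 note: cells exposed to compound for 20 h before luminescence read; 0% = DMSO alone and 100% = MG132 at 30 µM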
Target sequence (P30291 whole entry K328M): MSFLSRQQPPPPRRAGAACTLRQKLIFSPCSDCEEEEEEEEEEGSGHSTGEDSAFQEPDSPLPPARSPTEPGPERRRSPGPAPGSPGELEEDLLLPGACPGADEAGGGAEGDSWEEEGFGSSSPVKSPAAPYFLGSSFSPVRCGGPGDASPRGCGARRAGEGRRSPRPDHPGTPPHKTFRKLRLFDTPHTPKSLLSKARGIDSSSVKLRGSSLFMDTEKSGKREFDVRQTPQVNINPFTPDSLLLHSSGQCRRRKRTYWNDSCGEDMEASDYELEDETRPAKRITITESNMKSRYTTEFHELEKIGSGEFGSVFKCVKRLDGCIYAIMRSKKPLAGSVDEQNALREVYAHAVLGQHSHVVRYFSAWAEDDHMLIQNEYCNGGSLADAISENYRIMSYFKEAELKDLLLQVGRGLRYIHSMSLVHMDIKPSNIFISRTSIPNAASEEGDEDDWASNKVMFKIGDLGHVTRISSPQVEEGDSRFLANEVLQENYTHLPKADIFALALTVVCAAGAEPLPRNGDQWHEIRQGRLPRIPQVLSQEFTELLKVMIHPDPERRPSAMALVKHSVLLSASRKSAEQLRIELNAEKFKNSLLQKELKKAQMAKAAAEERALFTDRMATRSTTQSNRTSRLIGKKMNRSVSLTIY
TNF death inh: blocks TNF-alpha induced death of Jurkat FADD-/- cells | Jurkat FADD-/- TNF necroptosis rescue, ATP luminescence, 24 h; 0 = TNF only, 100 = no-TNF cells | activation (protection from cell death), % at 10 µM | 0.068% of 220,000 active;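 active = activation, meaning protection from cell death, of at least 50% relative to plate controls; inactive = activation below 50%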;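 note: necroptosis triggered by 40 ng/mL TNF-alpha added together with compound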
TbHK1 inh: blocks Trypanosoma brucei hexokinase 1 activity; recombinant TbHK1, G6PDH-coupled NADH A340; inhibition, % at 10 µM; 0.11% of 220,000 active; AID 1430;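 active = inhibition of 50% or more in the single-dose primary screen; inactive = inhibition below 50%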
PGE2 EP2 inh: inhibitors of human EP2 prostaglandin E2 receptor | P43116 | C6 glioma cells expressing human EP2, cAMP TR-FRET; cells stimulated with saturating PGE2 | inhibition, % at 25 µM | 0.52% of 260,000 active | AID 1422;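 active = percent inhibition above 40 after rounding to a whole number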;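 note: rat C6 glioma host cells with rolipram phosphodiesterase inhibitor present; the protocol text gives 20 µM as final concentration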
Target sequence (P43116 whole entry, looked up): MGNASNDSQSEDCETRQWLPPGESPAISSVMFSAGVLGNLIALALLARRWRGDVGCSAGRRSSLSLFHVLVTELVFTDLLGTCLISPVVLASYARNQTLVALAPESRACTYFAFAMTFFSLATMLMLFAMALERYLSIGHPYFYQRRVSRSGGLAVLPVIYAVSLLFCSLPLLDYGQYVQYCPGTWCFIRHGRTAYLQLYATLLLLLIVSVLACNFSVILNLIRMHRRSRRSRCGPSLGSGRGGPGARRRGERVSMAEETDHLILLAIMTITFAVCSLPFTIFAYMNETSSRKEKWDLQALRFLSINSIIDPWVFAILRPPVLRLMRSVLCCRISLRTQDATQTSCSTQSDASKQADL
Numbers without * were called inactive; / = not tested or not shown; & = joins results of further samples; [ ] = dose if it differs, or a comment. This is a subset (hit frequency here may not be typical).

The first 2 compounds (preview)
Values run as follows: FXIa inh, FXIIa inh 1536, zVAD death inh, CHOP inh, PPC-1+TRAIL kill, Wee1 stabilizer, TNF death inh, TbHK1 inh, PGE2 EP2 inh
1. COc1ccc(NC(=S)N2CCC(c3nc4ccc(Cl)cc4[nH]3)CC2)c(OC)c1
→ -7, 2, 2.6, 17, 22, -1, -3.8, -4, 11
2. c1ccc(CCc2nc(-c3cccnc3)no2)cc1
→ -8, -9, -0.1, 28, -24, 0, 6.8, -4, 10

Main list, from the start:
Values run as follows: FXIa inh, FXIIa inh 1536, zVAD death inh, CHOP inh, PPC-1+TRAIL kill, Wee1 stabilizer, TNF death inh, TbHK1 inh, PGE2 EP2 inh
1. COc1ccc(NC(=S)N2CCC(c3nc4ccc(Cl)cc4[nH]3)CC2)c(OC)c1
→ -7, 2, 2.6, 17, 22, -1, -3.8, -4, 11
2. c1ccc(CCc2nc(-c3cccnc3)no2)cc1
→ -8, -9, -0.1, 28, -24, 0, 6.8, -4, 10
3. COc1ccc(O)c(/C=N/N=C2/C(=O)Nc3ccccc32)c1
→ 0, 4, 3.8, 12, 3, -1, -5.7, -9, 23
4. CN(NC(=O)CN1C(=O)c2ccccc2C1=O)C1=NS(=O)(=O)c2ccccc21
→ 19, 15, -0.9, 7, 4, -2, 0.7, 4, 3
5. c1ccc(-c2cn3c4c(sc3n2)CCCC4)cc1
→ 2, 17, -0.5, 47, 82*[5 µM], 4, -6.0, 4, 14
6. CCc1ccccc1NC1c2ccccc2C(=O)N1Cc1ccco1 (stereo not given)
→ -7, -2, -1.4, 75*, -13, 2, -0.9, -2, 11
7. COc1ccc(-n2cc(CNCCc3cnc[nH]3)c(-c3cccc(F)c3)n2)cc1
→ -3, 3, 25, -9, /, 0, -0.6, 3, 5
8. C=CCn1c(SCc2nc3cc(C(=O)OC)ccc3c(=O)[nH]2)nc2sc(CC)cc2c1=O
→ -3, 2, 1.2, 72*, 13, 1, 2.6, 4, 13
9. Cc1cc(NC(=O)c2c(F)cccc2Cl)n(-c2nc3ccccc3[nH]2)n1
→ 6, 16, -0.4, 75*, 27, 8, -0.2, 0, 9
10. CCN(CC)S(=O)(=O)c1ccc(-c2cc(C(=O)OC)sc2C(F)(F)F)cc1
→ 2, 6, 0.6, 3, -3, 1, 3.2, -9, 11
11. O=C1C[C@H]2[C@H](CO)[C@@H](OC(=O)c3ccc(-c4ccccc4)cc3)C[C@H]2O1
→ 17, 10, 1.9, -24, 11, -4, 2.6, 1, 8
12. COc1ccc(NC(=O)Cn2cccc2)c(OC)c1
→ 18, 20, 0.0, -10, 4, 3, -0.4, 0, 2
13. O=S(=O)(c1cnc(Cl)c(Br)c1)N1CCCCCC1
→ 6, 8, -0.3, 37, 1, 3, 0.4, 5, 3
14. COc1cc(/C=C2/SC(=O)NC2=O)ccc1Oc1ccc([N+](=O)[O-])cc1[N+](=O)[O-]
→ 5, 17, 0.1, 16, 9, 5, 4.8, -56, 8
15. CCNC(=O)CCSc1nnc(-c2ccncc2)o1
→ -7, 1, 0.9, -16, 21, 1, -0.1, -2, 5
16. CC(C)OC(=O)C(NC(=O)c1ccccc1)=C1CCCCC1
→ 6, 14, -0.5, -11, 4, 1, -2.0, 2, 7
17. COc1ccc(C(=O)CSc2nnc(CNc3ccc(C)cc3C)o2)cc1
→ 2, 12, 0.1, 65, -3, 1, -0.7, 12, 21
18. CN(C)CCC=C1c2ccccc2CCc2ccccc21
→ 10, 7, -0.3, 19&17, 7, -3, -0.7, 2, 9&17
19. CNC(=S)Nc1cccc(Cl)c1C
→ 9, /, 2.3, 7, -4, 0, -2.2, 1, 11
20. CCSCCC(NC1=CC(=O)CC(C)(C)C1)C(=O)O (stereo not given)
→ -8, 1, -0.2, 28, 14, 0, -1.2, 4, 15
21. O=C(Nc1nnc(C2CC2)s1)c1cc(-c2ccccc2)nn1-c1ccccc1
→ -2, 8, -0.7, 19, -2, -2, 0.9, -3, 10
22. Cc1cccc(NC(=O)C2CC(O)CN2C(=O)OCc2ccccc2)c1 (stereo not given)
→ -5, 7, 1.4, 26, -2, -2, 0.0, 1, 8
23. CCCCNC(=O)CCn1c(=O)c2ccccc2n(Cc2cc(C)ccc2C)c1=O
→ -6, 3, 0.0, 87*, 7, 3, 1.5, 18, 7
24. COc1ccc(NC(=O)C23CCC(C)(C(=O)O2)C3(C)C)cc1 (stereo not given)
→ -9, 9, -0.5, 31, -16, 2, 0.3, 6, 18
25. CCOc1ccc(CSC(=N)N)cc1
→ 0, 3, -0.7, 47, 8, 3, 0.4, 2, 5
26. COc1cc(C(=O)Oc2ccccc2/C=N/NC(=O)c2ccc(Cl)cc2)cc(OC)c1OC
→ 5, 10, 37, 33, 37, 4, -7.9, 23, 11
27. CSC1=NSC2=NC(=O)/C(=C\c3cccs3)C(=N)N12
→ 20, 11, 1.7, -12, 5, 2, -2.1, -9, 12
28. O=C(CSc1nnnn1-c1ccc(F)cc1)NC1CCCCC1
→ 18, 15, 0.8, 13, 5, 0, -0.3, 2, 9
29. Cc1cc(N2C(=O)CC(N3CCN(C(c4ccccc4)c4ccccc4)CC3)C2=O)no1 (stereo not given)
→ 3, 15, -0.9, 11, 50, -2, -1.8, -9, 11
30. Cc1cc(C)n2c(SCC(C)C)nnc2n1
→ 4, 12, 0.4, 12, 6, 0, 1.5, 0, 7
31. COC(=O)c1cccc(NC(=O)Cc2coc3cc(OC)ccc23)c1
→ 2, 5, 0.0, 14, 24, -1, 0.0, 0, 9
32. CN(C)S(=O)(=O)c1cccc(-c2nnc(SCc3ccc4c(c3)OCCO4)o2)c1
→ 11, 8, 1.0, 13, 17, -1, 1.9, -5, -2
33. CN(C)CCNC(=O)Nc1ccc(Cl)c(Cl)c1
→ -3, 7, -0.3, 9, 2, -2, 2.1, 3, 0
34. O=C(CCN1CCc2ccccc2C1)Nc1ccccc1F
→ -1, 3, 0.3, -12, 27, 1, -0.5, 6, 19
35. CC(=O)C1C(c2ccc(Cl)cc2)c2c(n[nH]c2C)CC1(C)O (stereo not given)
→ -2, 9, -0.3, -6, 0, 0, 0.4, -2, 4
36. C/C(=N\OCC(=O)Nc1ccc(F)c(F)c1F)c1cc2ccccc2o1
→ 3, 11, 0.6, 54, 11, 5, 3.7, -6, 7
37. COc1cc(-c2nnn(CC(=O)NCc3ccccc3)n2)cc(OC)c1OC
→ 3, 7, -0.2, 3, 9, 1, 1.3, -2, 4
38. COc1cc(Cl)c(S(=O)(=O)N2CC(C)OC(C)C2)cc1Cl (stereo not given)
→ 13, 32, 0.4, 8, 26, 0, -1.0, 8, 14
39. COc1cc(C(=O)OC(C)CN2CCN(C)CC2)cc(OC)c1OC (stereo not given)
→ -5, 6, 1.5, 21, 9, 2, -0.2, -2, 13
40. C/C(=N\NC(=O)CSc1nc(C)[nH]c1[N+](=O)[O-])c1ccc(F)cc1
→ 6, 0, 0.2, -3, 16, -1, 2.7, -10, 6
41. Cc1ccc(S(=O)(=O)N(c2cccc(C(F)(F)F)c2)C2C=CS(=O)(=O)C2)cc1 (stereo not given)
→ 21, 23, -1.4, -12, 12, -2, 1.3, 0, 12
42. Cc1ccc(/C=N/n2c(C)nnc2C)s1
→ -3, -3, -0.2, 8, 7, 0, -1.9, -18, 9
43. O=C1c2cccnc2C(O)N1Cc1ccc(F)cc1 (stereo not given)
→ 4, 18, 0.0, 35, 2, 0, -1.0, 3, 6
44. Cc1cc(C(=O)NCc2cccs2)nn1C
→ 3, 6, -0.3, 11, 0, 0, 3.1, -5, 17
45. CC(/C=C\C=C\c1ccccc1)=N\NC(=O)c1cncc(Br)c1
→ -2, 3, -0.6, -22, 22, 0, 0.0, -10, 9
46. S=c1nc2ccccc2c2nc(-c3ccccc3)[nH]n12
→ -2, 11, 0.5, -46, 12, 3, -0.9, -1, /
47. Cc1sc2nc(C3CC3)nc(SCC(=O)N3CCCc4ccccc43)c2c1C
→ 1, 9, 0.3, 63, 0, 3, 1.7, 44, 12
48. O=C(NNC(=S)Nc1ccccc1)c1ccccc1[N+](=O)[O-]
→ -4, 7, 0.4, -19, -7, -1, -0.4, 1, 6
49. CCOC(=O)c1ccc(NC(=S)Nc2ccc(Cl)cn2)cc1
→ -1, 3, -0.6, -39, 7, -2, 1.3, -34, 2
50. Cn1ncc(Cl)c1C(=O)NCc1ccco1
→ -1, 6, 0.2, 2, 7, 6, 0.4, -4, 3
51. CCC(C)(C(=O)NC1CCCC1)N(C(=O)Cc1cccs1)c1c(C)n(C)n(-c2ccccc2)c1=O (stereo not given)
→ -4, 0, 1.3, 2, 6, 3, 0.0, -1, 10
52. Cc1nnc(SCc2ccc(CSc3nnc(C)c(=O)[nH]3)cc2)[nH]c1=O
→ 0, 6, 0.5, 6, -10, -1, -0.5, 1, 3
53. CS(=O)(=O)N(CC(=O)NCc1ccccn1)c1ccc2c(c1)OCCO2
→ 3, 18, 0.0, -17, 6, -2, -0.6, 1, 9
54. Cc1ccccc1-n1c(=O)cc(N2CCC3(CC2)OCCO3)[nH]c1=O
→ -3, 2, -1.2, 16, -10, 0, -0.7, 5, 3
55. COc1ccc(/C=N/OCC(=O)Nc2ccc3c(c2)OCO3)c(OC)c1
→ 5, 14, 0.1, 3, 36, -1, 0.6, 8, 6
56. COc1ccc(N(CCC#N)C(=O)/C(C#N)=C/c2cccs2)cc1
→ -2, 4, -0.2, -11, 12, 1, 0.9, -39, 4
57. O=C(Nc1cccc(S(=O)(=O)C(F)F)c1)c1ccc(Cl)c(S(=O)(=O)N2CCOCC2)c1
→ -8, -8, 41, 41, 17, -3, -14, -5, 27
58. Cc1cccc(-c2cc(C(=O)NCc3ccccn3)c3ccccc3n2)c1
→ -8, 0, 0.5, 11, 6, 0, -2.3, -3, 3
59. COc1cc(NC(=O)c2cccs2)cc(OC)c1
→ -4, 5, 0.4, -16, 21, 0, -0.4, 0, 9&16
60. N#CCCn1c(SCC(=O)c2c[nH]c3ccccc23)nc2ccccc21
→ -5, -9, 0.7, 2, 0, 2, 0.1, 1, 30

Next part.
Values run as follows: FXIa inh, FXIIa inh 1536, zVAD death inh, CHOP inh, PPC-1+TRAIL kill, Wee1 stabilizer, TNF death inh, TbHK1 inh, PGE2 EP2 inh
61. CCCCN(C)C(=S)Nc1ccc2nc3n(c(=O)c2c1)CCCCC3
→ 2, 10, 3.8, 27, 12, -1, 2.1, 6, 5
62. Cc1cc(C)c(NC(=O)/C=C\C(=O)O)c(Cl)c1
→ 2, 3, 1.1, 24, 31, -4, 0.4, -2, 2
63. CNCCCOc1ccc(C)cc1Br
→ -2, 14, -0.2, 7, 23, 2, 1.3, -3, 7
64. Cc1ccccc1C(O)c1ccncc1 (stereo not given)
→ -4, -3, -0.1, -4, 11, -2, -3.1, -4, 4
65. CCN(C(=O)COC(=O)/C=C/c1cccc([N+](=O)[O-])c1)c1ccccc1
→ 2, 9, 5.5, 10, -36, -2, 0.4, -9, 4
